# From PubChem
# MC4R barr agon: MC4R agonists recruiting beta-arrestin, primary screen, cell-based, luminescence, agonist arm of biased-ligand search; Melanocortin receptor 4 (Homo sapiens), P32245; U2OS MC4R beta-arrestin complementation; percent of melanotan II response, DMSO zero; activation, % at 8.9 µM; 360,000 tested, 0.98% active;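 active means activation above a per-plate cutoff, the mean activation of sample wells on that plate plus 3 SD, cut at about 8% in these data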
# SRC1 inh: SRC1 coactivator transcriptional activity inhibitors, primary screen, cell-based, luminescence; Nuclear receptor coactivator 1 (Homo sapiens), Q15788; HEK293 GAL4-SRC1 luciferase reporter; inhibition, % at 3.6 µM; 360,000 tested, 0.12% active; AID 588354, 2011;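 active means inhibition above the campaign mean plus 3 SD, with each screening campaign given its own cutoff, cut at about 60% in these data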;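 further: 0% = DMSO treated cells and 100% = gossypol at 36 µM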
# NR2F2 inh: NR2F2 transcriptional activity inhibitors, primary screen, cell-based, luciferase reporter, HEK293T, luminescence. 370,000 tested, 0.7% active. AID 686940, 2013. COUP transcription factor 2 (Homo sapiens), P24468. HEK293T NGFI-A luciferase reporter. inhibition, % at 8.6 µM;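 active means inhibition above a per-plate cutoff, mean inhibition of test wells between control levels plus 3 SD, cut at about 38% in these data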;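 further: cells cotransfected with COUP-TFII expression vector driving the NGFI-A reporter; 0% = median of COUP-TF2 test wells and 100% = reporter-only cells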
# NR5A2 inv ag: LRH-1 (NR5A2) inverse agonists, primary screen, cell-based, luminescence, HEK293T, StAR-luciferase reporter; LRH-1 transfected, 24 h; inhibition, % at 3.6 µM; 360,000 tested, 0.13% active; AID 602396, 2012;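 active means inhibition above the mean inhibition of all tested compounds plus 3 SD, cut at about 73% in these data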;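 further: 0% = DMSO wells and 100% = reporter-only cells lacking LRH-1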
# SRC3 inh: SRC3 coactivator transcriptional activity inhibitors, primary screen, cell-based, luminescence; HEK293 GAL4-SRC3 luciferase reporter; inhibition, % at 3.6 µM; 360,000 tested, 0.17% active; AID 588352, 2011;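 active means inhibition above a per-campaign cutoff, the mean of all compounds plus 3 SD, cut at about 60% in these data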;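 further: 0% = DMSO-treated cells and 100% = gossypol-treated cells at 36 µM; higher means less SRC3-driven luciferase light from the GAL4 reporter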
# Target sequence (Q9Y6Q9 whole entry, looked up, the tested form may be a part): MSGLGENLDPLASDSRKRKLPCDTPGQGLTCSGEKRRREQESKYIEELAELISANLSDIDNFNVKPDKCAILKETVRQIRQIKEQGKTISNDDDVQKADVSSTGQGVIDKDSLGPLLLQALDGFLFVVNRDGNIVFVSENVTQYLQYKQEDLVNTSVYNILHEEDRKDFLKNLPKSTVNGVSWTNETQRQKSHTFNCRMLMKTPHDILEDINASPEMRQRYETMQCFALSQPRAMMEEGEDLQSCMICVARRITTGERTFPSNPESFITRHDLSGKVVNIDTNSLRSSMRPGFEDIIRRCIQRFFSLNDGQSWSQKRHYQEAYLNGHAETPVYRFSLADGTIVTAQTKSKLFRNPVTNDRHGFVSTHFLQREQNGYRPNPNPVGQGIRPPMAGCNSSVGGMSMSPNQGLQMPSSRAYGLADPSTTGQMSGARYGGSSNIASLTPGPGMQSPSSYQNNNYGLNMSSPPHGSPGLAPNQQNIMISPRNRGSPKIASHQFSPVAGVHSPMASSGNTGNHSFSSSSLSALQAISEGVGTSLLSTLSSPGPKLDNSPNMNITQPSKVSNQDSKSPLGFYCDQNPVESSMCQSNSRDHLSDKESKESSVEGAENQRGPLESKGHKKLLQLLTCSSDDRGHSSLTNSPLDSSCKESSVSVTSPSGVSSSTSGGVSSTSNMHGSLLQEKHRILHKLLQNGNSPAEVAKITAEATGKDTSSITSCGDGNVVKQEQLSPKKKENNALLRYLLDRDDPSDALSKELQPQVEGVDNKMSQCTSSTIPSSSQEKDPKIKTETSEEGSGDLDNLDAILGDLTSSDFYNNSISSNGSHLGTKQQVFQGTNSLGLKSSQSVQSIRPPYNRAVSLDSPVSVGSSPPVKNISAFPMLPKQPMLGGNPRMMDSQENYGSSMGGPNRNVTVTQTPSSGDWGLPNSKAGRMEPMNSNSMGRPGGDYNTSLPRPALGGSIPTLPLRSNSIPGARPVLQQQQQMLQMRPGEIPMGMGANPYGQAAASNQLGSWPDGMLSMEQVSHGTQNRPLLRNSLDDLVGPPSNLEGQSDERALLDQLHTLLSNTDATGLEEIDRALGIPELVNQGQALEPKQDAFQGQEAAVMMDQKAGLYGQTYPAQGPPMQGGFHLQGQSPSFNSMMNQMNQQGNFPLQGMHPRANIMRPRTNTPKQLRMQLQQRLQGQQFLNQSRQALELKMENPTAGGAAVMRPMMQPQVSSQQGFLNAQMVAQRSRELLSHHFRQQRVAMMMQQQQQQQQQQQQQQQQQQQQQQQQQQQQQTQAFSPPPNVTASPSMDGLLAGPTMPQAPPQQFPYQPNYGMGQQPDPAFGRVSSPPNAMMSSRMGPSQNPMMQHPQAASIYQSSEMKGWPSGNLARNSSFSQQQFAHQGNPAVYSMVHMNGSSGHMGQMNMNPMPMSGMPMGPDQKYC
# EBV LMP1 NFkB: EBV LMP1-driven NF-kappaB luciferase reporter inhibitors, primary screen, cell-based, luminescence, single point | inhibition, % at 12.5 µM | 350,000 tested, 0.69% active | LMP1-induced NF-kappaB luciferase reporter cells; in the data active means inhibition above about 41%;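 further: 0% = neutral control wells and 100% = reference inhibitor control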
# MC4R antagonist: MC4R antagonists of cAMP signaling, primary screen, cell-based, TR-FRET, antagonist arm of biased-ligand search | Melanocortin receptor 4 (Homo sapiens), P32245 | MC4R-expressing cells, MTII-stimulated cAMP, LANCE TR-FRET | inhibition, % at 6.5 µM | 360,000 tested, 0.48% active;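 active means inhibition above its plate's cutoff, the mean of tested wells on that plate plus 3 SD, cut at about 29% in these data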;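 further: 0% = Melanotan II alone and 100% = Melanotan II plus saturating MCL0020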
#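 System – human MC4R-expressing U2OS cells · Also added – Melanotan II · Dosing – one concentration, 6.5 µM nominal · Timing – 30-min compound, 1-h challenge, 1-h detection, room temperature · Measured by – Eu-cAMP/anti-cAMP TR-FRET, emission 671 nm · Replicates – singlicate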
# NOD2 RIPK2 PPI: NOD2-RIPK2 binding disruptors in cells, primary screen, fluorescence, CHO cells, BLA complementation; Receptor-interacting serine/threonine-protein kinase 2 (Homo sapiens), O43353; 360,000 tested, 0.38% active; CCF4 ratio; inhibition, % at 4.98 µM; in the data active means inhibition above about 21%;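 further: 0% = vehicle only and 100% = reference blocker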
# TLR9-MyD88 block: inhibitors of TLR9-MyD88 association in cells, primary screen, cell-based, CHO, BLA complementation, fluorescence; Toll-like receptor 9 (Homo sapiens) + Myeloid differentiation primary response protein …; CCF4 FRET ratio; inhibition, % at 4.98 µM; 340,000 tested, 0.21% active;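 active means inhibition above the mean over all tested compounds plus 3 SD, cut at about 21% in these data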;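 further: 0% = DMSO only wells and 100% = clavulanate BLA inhibitor control wells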
# NCOA2 inhibitor: inhibition of GAL4-SRC2 driven luciferase reporter, primary screen, SRC2 inhibitor project, cell-based, luminescence | Nuclear receptor coactivator 2 (Homo sapiens), Q15596 | HEK293 GAL4-SRC2 luciferase reporter | inhibition, % at 9 µM | 370,000 tested, 0.17% active;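 active means inhibition above the mean inhibition of all tested compounds plus 3 SD, set per campaign, cut at about 52% in these data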;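 further: 0% = DMSO treated cells and 100% = cells given Gossypol at 36 µM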
# ABHD5-PLIN5 inh: ABHD5-PLIN5 interaction inhibitors, primary screen, cell lysate, split luciferase complementation, luminescence; 360,000 tested, 0.78% active; inhibition, % at 4 µM; AID 602281, 2012; Split G. princeps luciferase complementation, 4 h; Perilipin-5 (Homo sapiens) + 1-acylglycerol-3-phosphate O-acyltransferase ABHD5 (Homo …;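 active means inhibition above the mean inhibition across every tested compound plus 3 SD, cut at about 22% in these data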;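 further: 0% = DMSO only wells and the 100% control is not disclosed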
# * marks the source's active call; other numbers are inactive results; x = no result given. Not all compounds are listed; rates above refer to the full screens.
SMILES,MC4R barr agon,SRC1 inh,NR2F2 inh,NR5A2 inv ag,SRC3 inh,EBV LMP1 NFkB,MC4R antagonist,NOD2 RIPK2 PPI,TLR9-MyD88 block,NCOA2 inhibitor,ABHD5-PLIN5 inh
COC(=O)c1cc(OC)c(OC)cc1NC(=S)Nc1cc(Cl)ccc1OC,-2.1,-5.3,-6.2,14.6,5.8,-1.7,5.2,-13.2,-13.3,6.3,-1.4
Cc1cc(C)cc(C(=O)NCC(=O)OCC(=O)c2cc(C)n(CC(F)(F)F)c2C)c1,-2.0,7.9,9.6,-2.2,5.1,10.4,14.2,6.9,-9.6,5.0,-0.1
COc1cc(OC)c(/C=N/NC(=O)c2ccc([N+](=O)[O-])cc2)cc1Br,-1.0,0.2,-6.9,5.7,-3.5,10.6,2.6,-2.8,-3.2,8.3,-4.5
COc1cccc(C(CC(=O)NCC2CCCO2)NS(=O)(=O)c2ccc(C)cc2)c1OC (stereo not given),-0.5,-16.6,-12.3,-1.6,-7.2,-1.6,2.9,-1.5,3.2,4.8,-1.1
Cc1cc(NC(=O)CCN2C(=O)c3ccccc3C2=O)no1,1.5,4.0,-12.8,-10.6,11.6,2.2,11.4,1.6,-9.4,5.7,-4.5
Fc1ccccc1CNC(=S)Nc1ccc(Cl)cc1,0.2,-2.4,-3.0,16.9,-0.9,6.4,-1.0,-1.1,6.3,16.7,-15.0
Cc1cc(S(=O)(=O)NCc2ccc3c(c2)OCO3)ccc1F,-0.8,-1.2,9.2,14.0,9.0,-6.9,0.7,2.4,6.9,-8.4,-7.0
COc1ccc(CN2CCNC(=O)C2CC(=O)N(C)CC2CCOCC2)cc1C (stereo not given),-2.9,-15.2,-16.7,14.9,5.3,-1.2,7.6,-3.2,2.6,-1.5,2.5
CCCS(=O)(=O)c1c(S(=O)(=O)CCC)c2cnccn2c1C(=O)c1ccc(OC)cc1,-1.1,19.2,7.8,6.3,13.5,3.3,1.4,-3.8,4.4,-8.3,-4.2
O=c1[nH]c2ccc(NC(=S)Nc3ccc(F)cc3)cc2[nH]1,0.9,-0.2,-7.6,-4.2,7.5,-2.3,22.4,0.5,-3.0,-33.2,-0.5
CC(C)(C)c1ccc(C(=O)OCC(=O)NC2CC2)cc1,-2.0,-7.4,4.7,-0.2,10.4,-1.8,-1.6,1.4,2.2,-41.5,6.0
CCOC(=O)C1CCN(S(=O)(=O)c2cc(Br)cc3c2N(C(C)=O)C(C)C3)CC1 (stereo not given),-1.6,-19.5,9.9,9.5,12.5,10.9,13.8,-7.4,8.4,15.9,3.8

# Looked up by compound from the entries so far:
SMILES,MC4R barr agon,SRC1 inh,NR2F2 inh,NR5A2 inv ag,SRC3 inh,EBV LMP1 NFkB,MC4R antagonist,NOD2 RIPK2 PPI,TLR9-MyD88 block,NCOA2 inhibitor,ABHD5-PLIN5 inh
O=c1[nH]c2ccc(NC(=S)Nc3ccc(F)cc3)cc2[nH]1,0.9,-0.2,-7.6,-4.2,7.5,-2.3,22.4,0.5,-3.0,-33.2,-0.5
CCCS(=O)(=O)c1c(S(=O)(=O)CCC)c2cnccn2c1C(=O)c1ccc(OC)cc1,-1.1,19.2,7.8,6.3,13.5,3.3,1.4,-3.8,4.4,-8.3,-4.2
COC(=O)c1cc(OC)c(OC)cc1NC(=S)Nc1cc(Cl)ccc1OC,-2.1,-5.3,-6.2,14.6,5.8,-1.7,5.2,-13.2,-13.3,6.3,-1.4

# Additional structures
SMILES,MC4R barr agon,SRC1 inh,NR2F2 inh,NR5A2 inv ag,SRC3 inh,EBV LMP1 NFkB,MC4R antagonist,NOD2 RIPK2 PPI,TLR9-MyD88 block,NCOA2 inhibitor,ABHD5-PLIN5 inh
O=C(O)c1ccc(-n2[nH]c3c(c2=O)CCCC3)cc1,1.1,-41.2,5.2,4.2,8.9,-1.9,15.5,1.5,3.5,-20.0,-5.3
CCOC(=O)C1=C(C)N(C)C(=S)NC1c1cc(OC)ccc1OC (stereo not given),-0.5,4.7,0.2,-7.2,-12.4,-7.7,-2.9,1.8,0.2,9.2,3.7
COc1ccccc1CNC(=O)Nc1nc(C(N)Cc2ccc(Cl)cc2)cs1 (stereo not given),25.5*,8.1,-1.3,16.3,6.8,x,5.6,10.8,x,-1.8,14.4
CCOC(=O)c1c(-c2ccc(OC)cc2)cn2ccccc12,-0.5,-1.8,-10.2,-4.2,10.3,7.9,5.8,-7.6,-10.4,-11.2,-5.2
Cn1c2cc(Br)sc2c2cnn(Cc3c(F)cccc3Cl)c(=O)c21,0.7,11.9,3.1,14.9,7.8,0.6,-4.8,1.3,2.8,31.9,0.0
O=C(COC(=O)/C=C/C(=O)OCC(=O)Nc1ccccc1F)Nc1ccccc1F,0.1,4.1,-6.9,9.3,-1.1,-33.2,7.9,-7.5,-0.2,-8.9,4.9
Cc1ccc(Nc2nc(N)c([N+](=O)[O-])c(N3CCOCC3)n2)cc1C,-0.2,-8.8,-3.9,-19.2,11.4,-21.9,18.8,-0.8,-0.2,-16.2,3.3
COc1cnc(-c2ccccc2)nc1Oc1ccc(C(C)(C)C)cc1,0.3,3.7,6.5,-21.8,2.0,-6.6,1.5,0.8,-2.4,6.1,-3.7
CN1C(=O)c2ccc(S(=O)(=O)c3ccc(C(=O)O)cc3)cc2C1=O,-0.4,5.9,-1.6,2.9,1.4,-1.4,0.1,-7.1,-9.1,12.7,1.0
CCCN(CC1CC1)S(=O)(=O)c1ccc(-n2cnnn2)c(OC)c1,-1.5,-34.3,-0.4,9.3,-1.0,-5.1,-0.2,-6.4,-5.4,22.5,0.0
COC(=O)Cc1c(-c2[nH]c3ccccc3c2CC(=O)OC)[nH]c2ccccc12,4.4,1.1,10.0,27.6,-7.1,-1.7,9.6,8.8,-4.2,-19.4,-13.7
O=C(Cn1nc(C(=O)O)c2ccccc2c1=O)Nc1cccc(S(=O)(=O)N2CCOCC2)c1,-0.8,-8.7,8.3,4.2,-14.6,-0.1,6.8,-2.1,-1.1,-16.4,4.2
O=C(O)/C(=C\c1ccc2ccccc2c1)c1cccc2ccccc12,0.6,6.7,17.7,17.9,29.7,4.0,1.4,-11.0,-2.3,-14.6,6.5
Cn1c(SCC(=O)N2CCN(c3cccc(Cl)c3)CC2)nnc1-c1ccncc1,-2.0,10.3,6.7,-10.7,-1.3,19.4,-3.1,6.1,-6.1,8.8,1.8
CC1(C)Nc2ccccc2C(=O)N1NC(=O)c1ccccc1,3.9,3.5,-18.3,-5.7,19.0,-1.5,0.4,-5.4,-6.4,-6.6,1.7
CC(C)CNC(=O)C1CCN(c2ccc(S(=O)(=O)N3CCOCC3)cc2[N+](=O)[O-])CC1,1.2,-1.4,5.7,1.1,1.0,4.9,-1.2,-6.4,-3.2,3.0,-2.1
O=C(NCc1ccncc1)C1CCCCC1,2.0,-29.6,-14.0,-14.3,21.5,5.1,10.2,0.4,-12.9,1.1,7.2
CCOC(=O)c1c(N)n[nH]c1-c1ccccc1,3.2,-6.3,10.2,-2.8,8.5,3.7,-4.9,-10.5,5.2,-16.2,-7.0
CCCOc1cccc(C2C(C(=O)c3ccco3)=C(O)C(=O)N2CCCn2ccnc2)c1 (stereo not given),-1.6,-10.5,10.9,19.1,-24.3,-1.8,11.5,0.2,-8.1,0.6,1.8
Cc1c(NC(=O)c2cnn3cccnc23)c(=O)n(-c2ccccc2)n1C,-1.2,8.4,x,-18.8,25.6,-3.4,-7.5,12.1,2.0,x,0.2
CC(C)(C)OC(=O)N(Cc1ccccc1)Cc1ccccc1OCc1cccc(NC(=O)C2CCC2)c1,-0.3,10.7,-4.8,17.3,4.4,3.9,5.3,3.1,-6.5,8.1,-5.9
COc1ccc(S(=O)(=O)N2CCC(C(=O)Nc3c(F)cccc3F)CC2)cc1,0.4,1.4,-3.9,-4.7,17.0,4.8,14.0,-14.9,-9.8,12.3,-3.8
O=C(NC1CCN(Cc2ccccc2)CC1)C12CC3CC(CC(C3)C1)C2,1.3,-88.0,1.0,5.0,5.0,-1.5,-0.2,-5.8,4.5,13.2,4.2
Cc1ccc(CNCCCn2cnc(C(=O)Nc3ccc(C)c(C)c3)n2)o1,-0.8,4.5,10.6,2.9,8.5,1.9,1.7,-15.4,3.1,6.3,1.5
COc1ccc(OC)c2c1nc1n2CCS1,-1.5,-5.2,3.0,22.1,10.8,7.9,2.1,3.1,-5.0,-15.3,0.8
CN(CC(=O)Nc1ccc(F)cc1)C(=O)c1ccc2ccccc2n1,-1.5,-46.0,0.4,21.0,12.4,1.7,2.0,3.6,-3.4,9.8,-0.8
O=C(NC1CCCC1)c1ccc(CSCc2ccccc2F)o1,-2.6,-22.2,-19.3,-12.7,-7.4,-13.1,-2.9,2.9,6.8,-21.4,-2.5
O=C(Oc1c(CN2CCOCC2)cc(Cl)c2cccnc12)c1ccccc1,0.1,10.0,-7.5,-1.6,23.1,10.8,6.0,-6.0,-3.6,14.4,2.3
CC1CCN(C(=O)C2Cc3ccccc3CN2S(=O)(=O)c2ccc(F)cc2)CC1 (stereo not given),0.7,9.5,-0.1,-2.7,4.6,3.7,-0.6,4.2,-18.3,9.4,-0.4
Cc1c(Cl)c([N+](=O)[O-])nn1CC(=O)NCc1cccs1,-1.3,-10.6,-5.4,7.4,6.2,-6.1,2.8,-2.7,-6.5,-0.6,6.3
CCCC(=O)N1CCN(c2ccc(NC(=O)c3ccc([N+](=O)[O-])o3)cc2Cl)CC1,-3.0,-19.0,15.0,48.0,-2.3,-29.0,-11.9,26.6*,2.9,11.0,0.4
CC(=O)Nc1nc(-c2ccc3c(c2)OCO3)cs1,-1.0,-107.5,-34.1,-41.9,-59.7,-27.2,0.6,-8.5,-6.0,-31.9,1.1
C[C@H]1CCC(=O)N([C@H](CSc2ccc(Br)cc2)Cc2ccccc2)CC1,-0.6,-8.5,-15.5,-6.2,5.0,8.2,9.3,11.1,-8.4,-34.2,-5.3
Cc1ccc(-n2c(-c3nn(C)cc3Cl)n[nH]c2=S)cc1,-2.0,2.6,-2.0,8.9,-2.6,13.6,2.6,-5.5,-0.9,-7.6,-6.0
